MgcRacGAP inhibition = MgcRacGAP GTPase-activating activity inhibitors, confirmation, biochemical, ADP Hunter fluorescence | AID 624330, 2012 | hit rate 0.6% among 340,000 | MgcRacGAP-stimulated Rac1 GTP hydrolysis, ADP Hunter fluorescence; higher % means a stronger effect; GST-tagged Rac1 F28L mutant substrate | inhibition, % at 30 µM; hits with a dose series show IC50 in µM;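 active = first-screen hits whose inhibition reached a set limit at any dose in the follow-up dose series; inconclusive = inhibition above the set first-screen limit but never retested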;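 note: fluorescence reports GDP produced by GAP-driven GTP hydrolysis; strong numbers were not always called active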
RSV antiviral HEp-2 = RSV antiviral activity via CPE protection, HEp-2 cells, primary 10 µM value included (AID 2391); HEp-2 cells, RSV-induced CPE inhibition; higher % means a stronger effect; one-dose CPE inhibition, % at 10 µM; IC50 in µM for titrated hits; hit rate 0.13% among 310,000; in the data active = a potency from the dose series; inconclusive = CPE inhibition mostly from about 23% at the one dose, without a potency; inactive = the rest, 99 in 100 with CPE inhibition below about 21%; note: strong numbers were not always called active
Dengue-2 NS5 capping = Dengue-2 NS5 methyltransferase inhibitors, primary screen, biochemical, confirmation dose response (AID 588689); Genome polyprotein (Dengue virus type 2 (strain 16681-PDK53)); Dengue-2 NS5 methyltransferase capping enzyme assay, biochemical; higher % means a stronger effect; inhibition, % at 25 µM; hits with a dose series show IC50 in µM; hit rate 0.3% among 340,000; in the data active = a potency from the dose series; inconclusive = inhibition above about 29% without an active follow-up result
HIV peptide binding = inhibitors of HIV fusion peptide binding, primary screen, biochemical, uHTS, fluorescence dequenching (AID 1986). cell-free peptide binding, fluorescence dequenching, 30 min; higher % means a stronger effect. inhibition, % at 20 µM, or IC50 in µM where a hit was titrated. hit rate 0.3% among 290,000; in the data active = inhibition mostly above about 52%, no sharp cut-off; inactive = mostly below about 76%; note: some results filed as inactive read as strong as hits
LYP inhibition = inhibitors of LYP phosphatase, biochemical, fluorescence intensity, uHTS (AID 1779). recombinant LYP phosphatase, fluorescence intensity; higher % means a stronger effect. inhibition, % at 11.5 µM; hits with a dose series show IC50 in µM. Tyrosine-protein phosphatase non-receptor type 22 (Homo sapiens). hit rate 0.054% among 290,000; in the data active = inhibition above about 50%;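 note: plate controls were vehicle with enzyme for no effect and no enzyme for full effect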
XIAP antagonists = XIAP antagonists, biochemical, IAP family, fluorescence polarization (AID 1018). E3 ubiquitin-protein ligase XIAP (Homo sapiens). XIAP BIR domain, fluorescence polarization peptide displacement; higher % means a stronger effect. displacement, % at 20 µM; hits with a dose series show IC50 in µM. hit rate 0.007% among 200,000; in the data active = displacement above about 50%; note: a part of the inactive calls stands beside numbers as strong as those of hits
SV40 large T antigen = SV40 large T antigen inhibitors, biochemical (AID 1903); hit rate 0.39% among 310,000; SV40 large T antigen ATPase/helicase inhibition assay; higher % means a stronger effect; inhibition, % at 20 µM, or IC50 in µM where a hit was titrated; in the data active = a potency from the dose series; inconclusive = inhibition mostly from about 32% at the one dose, without a potency; inactive = the rest, 99 in 100 with inhibition below about 32%; note: strong numbers were not always called active
SIAH1 antagonists = Siah-1 peptide-binding antagonists, primary screen, biochemical, fluorescence polarization, rhodamine-plectin, uHTS (AID 1817) | E3 ubiquitin-protein ligase SIAH1 (Homo sapiens) | Siah-1 / rhodamine-plectin peptide fluorescence polarization; higher % means a stronger effect | one-dose displacement, % at 20 µM; IC50 in µM for titrated hits | hit rate 0.02% among 290,000;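 active = displacement of at least 50% at 20 µM, with a fluorescence ratio check between 0.3 and a set limit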;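 note: plate controls were Siah plus tracer with DMSO for no effect and tracer alone without Siah for full effect; strong numbers were not always called active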
AID2073 = inhibitors of Mint1-CaV2.2 protein interaction, biochemical, HTRF (AID 2073) | Voltage-dependent N-type calcium channel subunit alpha-1B (Homo sapiens) | HTRF protein-protein interaction, Mint1-CaV2.2; higher % means a stronger effect | one-dose inhibition, % at 20 µM; IC50 in µM for titrated hits | hit rate 0.19% among 290,000; in the data active = inhibition mostly above about 51%, no sharp cut-off; inconclusive = no clear call, values can overlap the other calls; inactive = mostly below about 53%; note: some results filed as inactive read as strong as hits
Dengue-2 NS5 capping pilot replicate = second read-out of Dengue-2 NS5 capping, no call of its own (marks repeat the call); inhibition, %; measured here: pilot screen replicate inhibition
The depositor's hits bear a star; ? = inconclusive; . = not tested or not shown; & = joins results of further samples.

SMILES	MgcRacGAP inhibition	RSV antiviral HEp-2	Dengue-2 NS5 capping	HIV peptide binding	LYP inhibition	XIAP antagonists	SV40 large T antigen	SIAH1 antagonists	AID2073	others
COc1ccc(NC(=O)CC(CC(=O)O)c2cc(OC)c(OC)c(OC)c2)cc1 (configuration not stated)	6.7%	0.2%	-13.9%	0.9%	-7.7%	.	0.2%	2.3%	-3.5%
O=C(NCCN=C1NS(=O)(=O)c2ccccc21)c1ccccc1	6.4%	1.1%	-8.9%	-0.7%	-8.8%	.	4.4%	14.4%	-2.0%
Fc1ccc(CNCc2ccccc2Cl)cc1	213µM*	-1.6%	-9.3%	1.3%	-11.0%	-3.2%	-3.9%	0.5%	5.5%
O=C(NCCC1=CCCCC1)C1CCN(S(=O)(=O)c2ccccc2C(F)(F)F)CC1	-3.7%	-1.4%	2.9%	.	.	.	11.6%	.	.
N#Cc1c(SCC(=O)Nc2ccccc2C(F)(F)F)sc2c(O)cc(=O)[nH]c12	5.9%	-0.6%	21.4%	21.1%	-6.9%	.	8.6%	-6.3%	65.4%
c1ccc2c(c1)CCN(c1nc3ccccc3n3cnnc13)C2	10.2%	5.3%	-3.5%	-0.7%	2.4%	-4.5%	7.5%	3.2%	3.9%
COc1cccc(C(=O)N2CCN(C(=O)C3CC3)CC2)c1	-0.8%	.	0.8%	-1.6%	-6.3%	.	.	0.5%	5.2%
Cn1c(=O)cc(OCCCC(=O)N2CCN(Cc3ccc4c(c3)OCO4)CC2)c2ccccc21	1.6%	-0.1%	3.1%	-3.3%	-5.1%	-20.4%	8.6%	-1.9%	-8.5%	Dengue-2 NS5 capping pilot replicate=-4.9
CC(C)OC(=O)Cn1c(=O)sc2ccccc21	5.5%	1.7%	-1.3%	-0.2%	-5.6%	-2.9%	1.5%	4.0%	-0.5%
N#C/C(=C\c1ccc([N+](=O)[O-])o1)C(=O)Nc1ccc(F)cc1	26.5%	4.5%	-35.8%	30.0%	-5.6%	-3.3%	19.2%	-4.5%	38.8%
Cc1ccsc1/C=N/NC(=O)CN1CCN(S(=O)(=O)c2ccc(Br)cc2)CC1	4.6%	2.0%	-3.6%	-2.4%	0.2%	-3.4%	6.1%	2.2%	1.6%
COCCn1c(C)cc(C(=O)COc2nc3ccccc3nc2C)c1C	7.1%	7.0%	-1.6%	0.2%	-1.1%	-3.7%	21.6%	4.3%	20.1%
CCN(CC)P(=O)(c1ccccc1)c1c(C)nc2ccccn12 (configuration not stated)	7.8%	0.7%	-1.8%	-2.7%	-9.6%	.	3.0%	4.2%	2.2%
CCN1C(=NCC2CC2)N[C@@H](c2cccc(C(F)(F)F)c2)C(C(=O)OC)=C1C	0.1%	-0.3%	-16.9%	0.3%	-5.3%	.	18.1%	-1.0%	2.4%
Clc1ccc(OCc2cc(-c3ccccc3)no2)cc1Cl	-1.8%	9.0%	-3.5%	-1.5%	-3.7%	0.4%	13.2%	4.2%	0.3%
Cc1ccccc1-n1nc2c(c1NC(=O)c1cccs1)CS(=O)(=O)C2	10.8%	0.7%	-1.8%	1.9%	-8.9%	.	12.4%	7.7%	-5.7%
Cc1cc(C)cc(NC(=O)CSc2nc3c(c(=O)[nH]2)CN(Cc2ccc(F)cc2)CC3)c1	5.6%	6.7%	-1.3%	2.0%	1.8%	-9.9%	8.5%	1.2%	12.0%
Cc1cccc(NC(=O)CCSc2nc(C)cc(C)n2)c1	11.4%	2.8%	-5.9%	-1.5%	-2.7%	-16.8%	0.4%	1.2%	-62.7%
COc1ccc(CCNc2ncnc3c2[nH]c2cc(OC)c(OC)cc23)cc1OC	19.1%	.	4.6%	-1.9%	-2.9%	.	6.4%	-5.8%	13.8%
COc1ccc(N2C(=O)CC(NNC(=O)c3cc(C)oc3C)C2=O)cc1 (configuration not stated)	4.9%	3.6%	-7.1%	-2.3%	-0.4%	-2.6%	6.5%	8.6%	-2.7%
COc1ccc(/C(C)=N/NC(=S)NCCc2ccccc2)c(O)c1	5.1%	0.7%	-7.5%	-1.0%	7.3%	.	-0.9%	-0.6%	7.6%
C=CCN(C(=O)c1ccccc1)c1ccc(OC)cc1	-6.4%	2.4%	1.6%	-1.4%	4.0%	-15.9%	-2.8%	1.4%	6.1%
CC(C)c1ccc(-c2nnn(Cc3nc4ccccc4s3)n2)cc1	3.4%	6.4%	-4.1%	-1.6%	-6.3%	-0.1%	2.1%	0.2%	-5.3%	Dengue-2 NS5 capping pilot replicate=-7.0
COc1ccc2c(c1)O[C@@H](c1cccc(C(F)(F)F)c1)[C@H](O)C2=O	7.1%	-2.5%	0.8%	-0.7%	2.8%	-9.5%	11.9%	1.2%	0.9%
CC(C)Cn1c(N)c(C(=O)COC(=O)c2ccc3ccccc3n2)c(=O)n(C)c1=O	3.8%	19.0%	-0.8%	.	.	.	8.1%	.	.

Looked up by structure from above (2):
SMILES	MgcRacGAP inhibition	RSV antiviral HEp-2	Dengue-2 NS5 capping	HIV peptide binding	LYP inhibition	XIAP antagonists	SV40 large T antigen	SIAH1 antagonists	AID2073	others
COCCn1c(C)cc(C(=O)COc2nc3ccccc3nc2C)c1C	7.1%	7.0%	-1.6%	0.2%	-1.1%	-3.7%	21.6%	4.3%	20.1%
c1ccc2c(c1)CCN(c1nc3ccccc3n3cnnc13)C2	10.2%	5.3%	-3.5%	-0.7%	2.4%	-4.5%	7.5%	3.2%	3.9%

Other entries.
SMILES	MgcRacGAP inhibition	RSV antiviral HEp-2	Dengue-2 NS5 capping	HIV peptide binding	LYP inhibition	XIAP antagonists	SV40 large T antigen	SIAH1 antagonists	AID2073	others
COc1cccc(OCCc2c(C)n[nH]c2C)c1	0.0%	14.5%	-0.8%	1.3%	-3.5%	-3.8%	20.7%	3.1%	-7.6%
CCN(CC)CCC#CC(O)(c1ccccc1)c1ccccc1	8.2%	0.1%	-1.5%	0.4%	-8.8%	0.9%	4.4%	11.7%	-0.6%
NC(=O)c1nsc(C(=O)N(Cc2ccc(F)cc2)C(C(=O)NC2CCCC2)c2ccco2)c1N (configuration not stated)	2.2%	0.1%	-10.6%	6.1%	-10.4%	.	-6.2%	-0.8%	6.0%
CCn1c(SCC(=O)c2ccc(O)c(O)c2)nnc1-c1ccccc1	?	1.5%	-1.4%	20.6%	-5.6%	-4.9%	?	-2.6%	-22.8%
CC(=O)Cc1nsc(NC(=O)c2cc(-c3ccc(Cl)c(Cl)c3)oc2C)n1	0.0%	1.5%	-1.8%	5.3%	-6.9%	-5.9%	-8.3%	31.5%	38.9%
O=C(OCC(=O)N1CCCCCC1)c1ccc(S(=O)(=O)N2CCOCC2)cc1	-0.1%	1.0%	-8.5%	-0.7%	-5.8%	-9.7%	24.1%	2.1%	-4.6%
O=C(NCCc1c[nH]c2ccccc12)/C(=C\c1ccco1)NC(=O)c1ccco1	0.0%	0.5%	1.4%	17.5%	2.4%	-2.7%	5.9%	-7.4%	2.5%
COc1ccc(/C=N/NC(=O)C2c3ccccc3-c3ccccc32)cc1	1.5%	2.8%	-2.9%	0.6%	-5.1%	-2.2%	13.6%	1.6%	-1.3%
CCc1cc(=O)oc2cc(OC(C)C(=O)O)c(Cl)cc12 (configuration not stated)	5.6%	1.5%	-5.5%	-1.3%	-7.7%	-8.4%	3.9%	-2.1%	2.3%
CCc1ccccc1OCCCCN1CCCCC1	26.8%	-0.8%	5.8%	1.7%	-3.0%	.	29.1%	1.2%	-0.9%
O=C(Nc1c2c(nn1-c1ccc(F)cc1)CS(=O)(=O)C2)c1ccc(S(=O)(=O)N2CCOCC2)cc1	5.8%	-1.2%	0.0%	2.7%	-2.9%	-5.1%	1.3%	7.9%	0.9%
O=C1N(C2CCCC2)C[C@@H]2C[C@@H](c3cn[nH]c3-c3ccc(Cl)cc3)N3CCC[C@@]123	7.8%	3.3%	-12.6%	1.7%	-4.5%	-0.7%	3.7%	0.7%	2.3%
CCC1(C)Cc2c(sc(NC(=O)CCC(=O)O)c2C#N)CO1 (configuration not stated)	12.5%	2.3%	0.0%	-0.7%	-9.6%	-3.6%	1.4%	2.2%	4.3%
O=C(CCn1cnc2ccccc2c1=O)Nc1nc(-c2ccc(Br)cc2)cs1	-3.6%	4.7%	-9.6%	-1.0%	-8.9%	-6.6%	12.9%	15.8%	18.5%
COc1ccc(NC(=S)NC(NC(=O)c2ccccc2Cl)C(Cl)(Cl)Cl)c([N+](=O)[O-])c1 (configuration not stated)	6.9%	13.3%	-1.4%	-0.4%	-1.2%	-4.2%	-0.9%	0.7%	-25.8%
CCCCN1CC(=O)N2Cc3[nH]c4ccccc4c3C[C@H]2C1=O	1.1%	4.0%	-6.8%	-0.3%	-8.0%	.	13.9%	-1.7%	-0.7%
COc1cccc(/C=C2/Sc3ccc(C(=O)NCCCN4CCCC4)cc3NC2=O)c1	5.5%	-1.8%	-15.6%	0.3%	-8.8%	.	11.1%	-4.0%	1.4%
c1ccc(Cn2nnnc2CN2CCCC2)cc1	4.7%	1.9%	-1.4%	1.7%	-6.0%	-1.0%	-0.4%	-0.4%	2.6%
COc1ccc(C=O)cc1COc1ccc([N+](=O)[O-])c(C)c1	0.7%	0.3%	4.4%	3.3%	3.4%	-7.3%	11.3%	0.9%	12.1%
O=C(NCCO[N+](=O)[O-])c1cccnc1	28.0%	1.1%	-5.1%	0.0%	-10.9%	-7.7%	10.0%&-4.6%	-0.6%	2.5%
COc1ccccc1N1CCN(C(=O)Cc2c(C(=O)O)[nH]c3ccc(Cl)cc23)CC1	-8.3%	0.1%	3.4%	10.3%	-1.9%	-1.7%	8.7%	3.5%	-6.4%
Cn1cc(C(=O)c2cccc(Cl)c2Cl)cc1C(=O)O	-2.7%	0.2%	-5.7%	1.7%	-2.1%	-3.5%	3.2%	4.2%	0.7%
COc1ccc(C2Nc3cc(OC)ccc3-n3cccc32)cc1 (configuration not stated)	-4.9%	55.4%	-2.3%	1.4%	-3.4%	.	7.1%	-1.5%	34.1%
COc1nnc(-c2ccc(N3CCOCC3)c(NC(=O)c3ccccc3)c2)c2ccccc12	0.1%	3.4%	-7.6%	2.1%	5.3%	-8.9%	3.1%	-2.2%	4.3%

A draw from above in order of molar mass, high to low.
SMILES	MgcRacGAP inhibition	RSV antiviral HEp-2	Dengue-2 NS5 capping	HIV peptide binding	LYP inhibition	XIAP antagonists	SV40 large T antigen	SIAH1 antagonists	AID2073	others
CCn1c(SCC(=O)c2ccc(O)c(O)c2)nnc1-c1ccccc1	?	1.5%	-1.4%	20.6%	-5.6%	-4.9%	?	-2.6%	-22.8%
CCc1cc(=O)oc2cc(OC(C)C(=O)O)c(Cl)cc12 (configuration not stated)	5.6%	1.5%	-5.5%	-1.3%	-7.7%	-8.4%	3.9%	-2.1%	2.3%
O=C(NCCO[N+](=O)[O-])c1cccnc1	28.0%	1.1%	-5.1%	0.0%	-10.9%	-7.7%	10.0%&-4.6%	-0.6%	2.5%
